Screening data (PubChem BioAssay)
Gli-Sufu block: Gli-Sufu pathway antagonists, primary screen, luciferase luminescence, Sufu-KO-LIGHT cells, uHTS; Sufu-KO-LIGHT fibroblasts, Gli luciferase reporter luminescence; AID 588413, 2011; 0.74% of 340,000 active; inhibition, % at 5 µM;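 active = inhibition above about 55%, limit read from the data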;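 also: 0% = DMSO-treated cells and 100% = wells with medium but no cells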
MPTP block: mitochondrial permeability transition pore inhibitors, primary screen, biochemical, isolated mouse mitochondria, absorbance; Ca2+ swelling absorbance, 30 min; inhibition, % at 10 µM; 1.4% of 360,000 active;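 active = inhibition of 50% or more, scaled per plate between neutral and stimulator controls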;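 also: 0% = DMSO wells given calcium and 100% = 1 mM EGTA wells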
APOBEC3G inh: APOBEC3G DNA deaminase inhibitors, primary screen, biochemical, fluorescence, single-stranded DNA substrate, uHTS | recombinant A3G, ssDNA deamination FAM/TAMRA fluorescence | 0.28% of 330,000 active | DNA dC->dU-editing enzyme APOBEC-3G (Homo sapiens), Q9HC16 | inhibition, % at 20 µM;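 active = inhibition of at least 40% at 20 µM, with no more than 30% in the related APOBEC3A deaminase screen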;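 also: plate controls were DMSO wells with A3G for no effect and wells lacking A3G enzyme for full effect; some compounds called inactive have numbers as strong as hits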
APOBEC3A inh: APOBEC3A ssDNA deaminase inhibitors, primary screen, selectivity assay for APOBEC3G inhibitor project, biochemical, FAM/TAMRA oligo cleavage fluorescence. 0.41% of 330,000 active. recombinant A3A, FAM/TAMRA ssDNA deamination fluorescence. DNA dC->dU-editing enzyme APOBEC-3A (Homo sapiens), P31941. inhibition, % at 20 µM;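 active = at least 40% inhibition at 20 µM here, with at most 30% in a related deaminase screen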;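 also: plate controls were A3A with DMSO for no effect and wells lacking A3A enzyme for full effect; some results filed as inactive read as strong as hits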
Target sequence (P31941 whole entry, looked up): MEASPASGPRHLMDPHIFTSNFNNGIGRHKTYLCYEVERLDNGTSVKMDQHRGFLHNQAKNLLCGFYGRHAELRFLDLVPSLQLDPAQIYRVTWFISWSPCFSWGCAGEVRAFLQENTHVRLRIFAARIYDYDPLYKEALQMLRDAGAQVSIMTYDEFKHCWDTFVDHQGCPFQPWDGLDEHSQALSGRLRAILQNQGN
CCR6 antag: CCR6 receptor antagonists, primary screen, cell-based, CHO-K1, luminescence, beta-arrestin, uHTS | C-C chemokine receptor type 6 (Homo sapiens), P51684 | 0.49% of 340,000 active | CHO-K1 CCR6 PathHunter beta-arrestin, CCL20-stimulated | inhibition, % at 20 µM;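 active = compounds whose inhibition of the agonist-driven luminescence signal at 20 µM reaches about 50%, limit read from the data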;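 also: cells stimulated with CCL20 at 14 nM final; plate controls were DMSO with CCL20 for no effect and DMSO without agonist for full effect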
Target sequence (P51684 whole entry, looked up): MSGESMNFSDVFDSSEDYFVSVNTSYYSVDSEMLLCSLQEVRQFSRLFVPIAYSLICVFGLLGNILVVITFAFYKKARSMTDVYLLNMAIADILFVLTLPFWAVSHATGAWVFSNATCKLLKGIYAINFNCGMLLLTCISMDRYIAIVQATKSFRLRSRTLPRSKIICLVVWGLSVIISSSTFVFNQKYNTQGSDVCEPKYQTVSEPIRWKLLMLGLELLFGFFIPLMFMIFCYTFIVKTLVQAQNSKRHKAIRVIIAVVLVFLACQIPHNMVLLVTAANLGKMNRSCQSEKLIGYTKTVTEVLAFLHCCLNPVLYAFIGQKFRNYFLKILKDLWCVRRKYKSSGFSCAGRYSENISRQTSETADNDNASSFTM
EBI2 antag: EBI2 receptor antagonists, beta-arrestin recruitment, primary screen, cell-based, luminescence, 7a,25-OHC stimulation, uHTS | G-protein coupled receptor 183 (Homo sapiens), P32249 | 7a,25-OHC stimulated | inhibition, % at 5 µM | 0.81% of 360,000 active; in the data active = inhibition above about 38%;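 also: enzyme fragment complementation signal reports receptor beta-arrestin coupling in cells; 0% = agonist plus DMSO wells and 100% = wells without agonist; some results beyond the cut were filed as inactive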
GRIN3A LBD mod: binders of NR3A ligand-binding domain, primary screen, biophysical, differential scanning fluorimetry, uHTS; NR3A LBD differential scanning fluorimetry, Tm shift; 0% = protein alone, 100% = glycine-bound protein; Tm shift relative to glycine control, % at 25 µM; 2.5% of 340,000 active; AID 1259313, 2017;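 active = melting temperature shift of at least 10% of the positive control shift, at one fixed dose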
CXCR6 block: CXCR6 receptor inhibitors, primary screen, cell-based, beta-arrestin, luminescence, CHO-K1 PathHunter, 1536-well; C-X-C chemokine receptor type 6 (Homo sapiens), O00574; inhibition, % at 20 µM; 0.36% of 360,000 active; in the data active = inhibition above about 34%, passing the limit was not always enough;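 also: antagonist mode with CXCL16 agonist at 10 nM final; 0% = 10 nM CXCL16 with DMSO and 100% = unstimulated wells without agonist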
Target sequence (O00574 whole entry, looked up): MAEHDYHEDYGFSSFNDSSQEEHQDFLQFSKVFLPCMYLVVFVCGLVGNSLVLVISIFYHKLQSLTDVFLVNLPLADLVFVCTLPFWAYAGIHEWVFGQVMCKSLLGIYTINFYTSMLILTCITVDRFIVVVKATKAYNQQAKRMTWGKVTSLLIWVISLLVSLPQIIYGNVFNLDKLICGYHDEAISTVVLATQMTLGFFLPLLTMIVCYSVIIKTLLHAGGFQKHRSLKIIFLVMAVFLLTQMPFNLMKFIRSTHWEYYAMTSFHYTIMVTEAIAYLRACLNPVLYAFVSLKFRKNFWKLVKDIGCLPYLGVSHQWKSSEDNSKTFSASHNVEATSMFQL
An asterisk follows results filed as active; nt = no result given; & = joins results of further samples. An unsorted share of the library; any-hit rate near 5.8%.

SMILES	Gli-Sufu block	MPTP block	APOBEC3G inh	APOBEC3A inh	CCR6 antag	EBI2 antag	GRIN3A LBD mod	CXCR6 block
COc1ccc(CCNc2c(C=O)c(=O)[nH]c3ccccc23)cc1OC	-1	-0.4	-7	-9	-2	8	-3	-5
CN(C)c1ccc(N=Nc2ccccc2C(=O)OCC(=O)Nc2ccccc2C(F)(F)F)cc1	-8	2.3	nt	nt	40	23	-16	28
COc1ccc(C2CCCN2C(=O)Nc2ccc(Cl)cc2)cc1OC (centres undefined)	1	0.3	-10	-2	11	59*	-1	-6
CCN(CC)CCCn1c2c(c(SCC(=O)N3CCCc4ccccc43)nc1=O)CCC2	37	0.2	3	4	5	-3	-3	-2
COc1cc(C(C)=O)ccc1OCC(O)CN(CCO)Cc1ccccc1 (centres undefined)	-2	-0.2	-7	1	-5	-10	1	5
CCOC(=O)c1ccc(NC(=O)CC2NCCNC2=O)cc1 (centres undefined)	-6	-1.1	-2	-1	0	-1	-1	2
O=C(COc1ccccc1)Nc1nnc(S(=O)(=O)N2CCCC2)s1	nt	-0.5	4	7	-5	1	-10	-1
COc1cccc(CNC(=O)C(CCSC)NS(=O)(=O)c2ccc3c(c2)oc(=O)n3C)c1 (centres undefined)	44	1.0	-2	2	-20	-6	-6	2
CCCN[C@H]1CCc2nc(N)sc2C1	-1	-1.0	0&-7	1&-2	5	-7	-5	-3
COc1ccc(C(=O)Nc2ccc(N3CCN(C(=O)c4cccs4)CC3)cc2)cc1Br	20	-0.2	4	0	7	2	5	-5
O=C(N/N=C/c1cc([N+](=O)[O-])cc([N+](=O)[O-])c1O)/C(=C\c1cccs1)NC(=O)c1ccccc1	-6	22	-8	-3	47	9	6	19
CNC1(C(N)=O)CCN(Cc2ccccc2)CC1	-2	2.2	nt	nt	-3	9	2	-4
COc1c(Cl)cc(Cl)cc1C(=O)n1nc(C)cc1C	16	1.8	-2	-2	32	3	5	-9
COc1ccc(OC)c(NC=C2C(=O)OC(C)(C)OC2=O)c1	-6	0.4	-5	-11	-11	6	-1	-3
Brc1ccccc1OCCCOc1cccc2cccnc12	-51	0.7	-4	-5	22	25	-1	4
O=C(c1ccco1)N1CCN(Cc2nnc(-c3ccccc3F)o2)CC1	-3	-0.1	0	-6	18	-10	1	-2
CCCn1ncc(C(=O)NC2CCCN(Cc3ccc(Cl)cc3)C2)c1C (centres undefined)	-7	-2.2	-4	-5	8	-2	-1	-1
CC(C)(O)C#Cc1ccc(C(=O)NCCC(=O)O)s1	-2	-1.4	-4	0	-1	0	0	3
Cc1cc(=O)[nH]c(N2CCN(C(=O)c3ccco3)CC2)n1	0	1.3	-6	-1	-9	-8	-1	2
Cc1ccc(/C=N/n2cc(-c3ccccc3)[nH]c2=S)s1	-30	-0.7	-4	-5	4	18	1	-2
O=C(Nc1ccc(NC(=O)c2ccccc2F)cc1)c1ccccc1F	-30	-0.3	2	1	-11	-3	2	-3
CC(C)C[C@H](NC(=O)NC1CCCc2ccccc21)C(=O)O (some centres undefined)	0	2.8	-3	4	3	1	0	-6
COc1cc(/C=C/C2=CC(C)(C)NC(=S)N2)cc(OC)c1OC	3	0.9	2	3	17	1	-1	6
O=C1c2ccccc2-c2c1cccc2C(=O)N1CCCCCC1	0	-1.0	-4	0	-1	7	0	-1
CCn1cc(S(=O)(=O)NCCc2ccccc2OC)cn1	1	-0.8	5	1	8	-4	11*	-11

Continued; the last two above are carried over.
SMILES	Gli-Sufu block	MPTP block	APOBEC3G inh	APOBEC3A inh	CCR6 antag	EBI2 antag	GRIN3A LBD mod	CXCR6 block
O=C1c2ccccc2-c2c1cccc2C(=O)N1CCCCCC1	0	-1.0	-4	0	-1	7	0	-1
CCn1cc(S(=O)(=O)NCCc2ccccc2OC)cn1	1	-0.8	5	1	8	-4	11*	-11
CCc1ccc(C(=O)NNC(=O)[C@H](C)NC(=O)c2ccco2)cc1	2	-2.0	-2	0	5	-5	3	-2
N#C/C(=C\c1cccs1)C(=O)NCc1ccco1	-2	-12	-7	-1	17	-9	-1	-2
CCOC(=O)c1ccc(NC(=O)CSc2nncn2-c2cccnc2)cc1	-7	-1.0	-12	-2	18	4	0	-6
CCc1cc(=O)oc2cc(C)c(CN3CCCC3)c(O)c12	1	5.1	17	41*	5	-23	-3	2
O=c1ccc(-c2ccc(S(=O)(=O)Nc3cccc(Br)c3)o2)n[nH]1	2	-1.8	2	0	-7	-11	-10	-7
COc1ccc(S(=O)(=O)N2CCOCC2)cc1NC(=O)CSc1nnc2c(n1)[nH]c1ccccc12	5	3.5	0	5	15	-2	-4	4
O=C(Cn1[nH]c(=O)c2ccccc2c1=O)NNC(=O)c1ccccc1	8	1.1	-8	-7	9	-3	0	-4
CCCn1nc(NC(=O)C2CCCO2)c2cc3cc(C)ccc3nc21 (centres undefined)	-15	3.9	-8	-3	-14	3	-2	-1
Cn1nnc2cc(C(=O)Nc3ccccc3)ccc21	-36	-3.1	-6	-1	14	1	1	-6
CN(CC(=O)NCc1cccc(F)c1)C(=O)c1ccco1	6	-2.0	1	-2	3	-2	-1	-5
CN(C)S(=O)(=O)c1cc(NC(=O)COC(=O)c2ccc3c(c2)OCO3)ccc1Cl	-8	-2.4	nt	nt	-6	-7	-14	3
Clc1ccc(N/N=C/c2cccnc2)cc1	-46	3.3	40*	-1	-16	1	10	10
OC1(c2ccc(F)cc2)CCN(Cc2nnnn2Cc2cccs2)CC1	5	0.2	-7	-1	5	8	-19	-2
O=C(CCCSc1nc2ccccc2[nH]1)Nc1nnc(C2CC2)s1	4	0.5	-5	-2	-2	1	0	-9
O=C(CCC(=O)Nc1ccc(F)cc1)N/N=C/c1ccc(O)cc1	9	-0.4	-4	-5	20	4	1	-3
Cc1c(C(=O)Nc2nc3ccccc3[nH]2)cccc1[N+](=O)[O-]	-14	1.0	-5	0	13	-16	-4	7
CCCCN(C(=O)CSCC(=O)Nc1ccc(OC)cc1)c1c(N)n(CC(C)C)c(=O)[nH]c1=O	-1	-1.1	nt	nt	-1	-10	-1	-14
CC1CCC2C(=O)N(c3ccccc3OC(=O)c3ccccc3)C(=O)C2C1 (centres undefined)	42	0.1	-8	-6	-23	-1	-5	-8
Fc1cccc(CNc2ncnc3ccc(-c4ccc5c(c4)OCO5)cc23)c1	1	1.2	-2	0	-3	-10	-9	-5
Clc1ccc(-n2cccc2)cn1	-2	0.3	-5	-2	4	8	0	3
Cc1ccc(-c2nc(CS(=O)CC(=O)NC3CCCC3)c(C)o2)cc1 (centres undefined)	15	-1.3	1	2	-2	1	3	1
COc1ccc(N2CCN(c3ncnc4c3[nH]c3ccccc34)CC2)cc1	71*	79*	11	-4	-8	10	-4	-9
COC(=O)c1ccc(CO/N=C/c2ccccc2OC)cc1	10	-1.1	-5	-2	18	10	-3	1
O=C(CSc1ccc(Br)cc1)N1CCN(S(=O)(=O)c2ccccc2)CC1	5	-0.1	-5	-4	-5	90*	2	0
Cc1noc(NS(=O)(=O)c2ccc(NC(=O)CCn3c(=O)oc4ccccc43)cc2)c1C	12	-0.1	-2	-5	-4	-9	0	-9

Complete entries, looked up by structure. Order of values: Gli-Sufu block | MPTP block | APOBEC3G inh | APOBEC3A inh | CCR6 antag | EBI2 antag | GRIN3A LBD mod | CXCR6 block
`CCCn1nc(NC(=O)C2CCCO2)c2cc3cc(C)ccc3nc21` (centres undefined) is listed with -15 | 3.9 | -8 | -3 | -14 | 3 | -2 | -1
`CCCCN(C(=O)CSCC(=O)Nc1ccc(OC)cc1)c1c(N)n(CC(C)C)c(=O)[nH]c1=O` is listed with -1 | -1.1 | nt | nt | -1 | -10 | -1 | -14

Later entries.
SMILES	Gli-Sufu block	MPTP block	APOBEC3G inh	APOBEC3A inh	CCR6 antag	EBI2 antag	GRIN3A LBD mod	CXCR6 block
c1ccc(-c2n[nH]c3c2CCC3)cc1	-2	-3.4	0	3	-2	5	0	0
Cc1nn(-c2ccccc2)c(Cl)c1C(=O)NNC(=O)c1ccccc1O	-10	0.5	-2	-2	8	8	-1	2
COc1cc(OC)c(OC)cc1CN1CCN(S(=O)(=O)c2ccc(F)cc2)CC1	2	-0.1	-4	0	0	-4	-1	2
Clc1ccc(Nc2nc(-c3cccnc3)cs2)cc1	-25	1.1	1	1	11	26	13*	0
Cc1cc(N2C(=O)C(=O)/C(=C(/O)c3ccccc3)C2c2cccc(Br)c2)no1 (centres undefined)	8	1.4	-4	4	14	-2	1	-8
CC(=O)Nc1ccc(C(=O)OCC(=O)/C(C#N)=C(\C)N)cc1	-6	-4.5	1	-3	7	-5	-1	8
CC(C)(C)SC(=O)C[C@@H]1NS(=O)(=O)OC2CCCCC21 (some centres undefined)	41	1.5	-7	25	-5	-3	-1	-7
O=C(CN1CCN(c2ccc(F)cc2)CC1)Nc1ccc(S(=O)(=O)N2CCOCC2)cc1	5	-1.6	-5	-4	-13	5	1	-4
O=C(O)CCC(=O)Nc1ccc(Br)cc1C(=O)c1ccccc1Cl	2	0.8	-3	1	8	-2	1	4
CC(C)(C)C1CCC(C(=O)Nc2nccs2)CC1 (centres undefined)	-35	1.8	16	-1	2	-15	2	3
O=C(CN1C(=O)NC2(CCOc3ccccc32)C1=O)NCc1ccccc1 (centres undefined)	12	1.1	-5	-1	8	0	-1	13
CCOC(=O)C(C)Sc1nc2ccccc2c(=O)n1CC1CCCCC1 (centres undefined)	5	-1.9	0	1	24	7	16*	-1
COC(=O)CCC(=O)c1oc2ccc(Br)cc2c1N	6	-1.6	-4	-3	12	-12	-1	5
COCCn1c(SCC(=O)N2CCCc3ccccc32)nc2c(c1=O)SC(C)C2 (centres undefined)	8	-0.9	82*	-1	8	-5	-2	-3
COc1ccc(-c2noc(-c3ccccc3-c3ccccc3)n2)cc1OC	34	4.7	0	2	13	29	4	9
CCC(CC)NC(=O)CCCSc1nc2ccccc2[nH]1	-8	-2.1	-5	-1	8	-4	1	1
CCOc1ccc(CCNC(=O)C2CC(=O)N(c3ccccc3OCC)C2)cc1OCC (centres undefined)	4	-1.0	-4	-4	6	2	0	2
COc1ccc(CCN(C(=O)c2cccc(F)c2)C2CC(=O)N(c3ccc(OC)cc3)C2=O)cc1 (centres undefined)	12	-2.5	-5	-3	9	1	-7	-6
Cc1ccc(NC(=O)c2cc(-c3ccc4c(c3)OCO4)on2)cc1	-4	2.5	-12	-3	-3	-5	-1	1
O=C1NCCN(CC2CCN(CC3CCCC3)CC2)C1=O	22	0.6	nt	nt	-2	-4	1	-2
O=P(COCCOCCOCP(=O)(c1ccccc1)c1ccccc1)(c1ccccc1)c1ccccc1	3	-0.5	-2	-2	-4	1	-2	3
CS(=O)(=O)N(CC(=O)Nc1ccc2c(c1)OCO2)c1ccc2c(c1)OCO2	-6	0.3	-6	-5	2	5	-2	11
CS(=O)(=O)N(CC(=O)N1CCCCCC1)c1ccc(Br)cc1	-4	0.2	-5	-4	-3	10	0	4
CCCCOc1ccc(C(=O)NNC(=S)NC(=O)CC)cc1	16	7.4	nt	nt	68*	6	-2	57*
COc1ccc(S(=O)(=O)N2CCN(C(=O)c3cc(-c4ccc(C)cc4)n[nH]3)CC2)cc1	-6	0.2	0	3	9	74*	-17	4
O=C(Nc1ccccc1F)c1ccco1	-12	-0.8	0	1	-6	-6	-1	-9
Cc1cc(C)cc(NS(=O)(=O)c2ccc(F)cc2)c1	4	2.6	2	6	-2	-2	-3	-11
CC(C(=O)N1CCCCC1)N(C)CC(=O)Nc1cccc(F)c1 (centres undefined)	1	nt	-2	0	-6	nt	-3	nt
